LGR2 antag – inhibitors of bursicon-induced LGR2 CRE-luciferase signal, primary screen, cell-based, HEK293, CRE-luciferase reporter, bursicon stimulation; bursicon-stimulated, 4 h; AID 720647, 2013; 380,000 compounds, 0.35% hits; Drosophila bursicon receptor LGR2 (rickets); inhibition, % at 9.99 µM;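 active = drop in luminescence signal, shown as inhibition above about 50% in the replicate tests, limit read from the data, passing the limit was not always enough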;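 note: agonist challenge used bursicon conditioned medium at about half maximal strength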
INS-1E GSIS act – GLuc luminescence reporter in INS-1E cells, primary screen for activators of glucose-dependent secretion of insulin. INS-1E GLuc reporter insulin secretion, 2-3 h. AID 743287, 2014. 370,000 compounds, 0.61% hits. activation, % at 16.6 µM;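 active = lowest replicate activation of at least 40%, so every replicate reaches that level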;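 note: 0% = median of neutral control wells and 100% = median of IBMX positive control wells; some compounds called inactive have numbers as strong as hits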
C2C12 statin – suppressors of statin myotoxicity in C2C12 myotubes, primary screen, cell-based, single point, plate reader; C2C12 myotubes + simvastatin, ATP luminescence, 48 h; scaled: DMSO 0, geranylgeraniol control 100; rescue of ATP level, % at 7.49 µM; 330,000 compounds, 0.78% hits;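 active = mean ATP rescue above about 67%, or every replicate alone reaching that limit, limit read from the data, passing the limit was not always enough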;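 note: myotubes were challenged with 10 µM simvastatin during compound exposure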
ARNT-TACC3 inh – disruptors of ARNT/TACC3 protein interaction, primary screen, biochemical, AlphaScreen, single concentration. Transforming acidic coiled-coil-containing protein 3 (Homo sapiens), Q9Y6A5. AlphaScreen His-ARNT PAS-B/GST-TACC3 binding, luminescence; TACC3 fragment carries E629A point mutation. 390,000 compounds, 0.66% hits. inhibition, % at 9.99 µM;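 active = mean inhibition of replicates at least 50% and at least half of replicates each reaching 50%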;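 note: 0% = complete ARNT plus TACC3 wells and 100% = ARNT alone without TACC3; many hits fall short of the cut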
Cneo AK release – Cryptococcus neoformans cell lysis inducers, primary screen, AK release luminescence, single concentration | AID 651654, 2012 | lysis activity, % at 15 µM | C. neoformans lysis, adenylate kinase release luminescence, 4 h; normalised: neutral wells 0, clomiphene wells 100 | 360,000 compounds, 0.2% hits;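 active = mean lysis activity across replicates of at least 80%, whatever share of replicates individually reach that level; inactive = mean lysis activity below 80%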
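Material – log-phase Cryptococcus neoformans yeast cells · Input – 5 × 10^6 yeast cells/mL · Medium – fresh YPD growth medium · Doses – single compound concentration per well · Timing – static 4 h at 37 °C with compound, 1 h detection · Detection – adenylate kinase release luminescence · Read-out – signal increase indicating cell lysis · Control set – Clomiphene as positive lysis control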
PGC1a acetyl inh – inhibitors of PGC1a acetylation signal, primary screen, cell-based, U2OS, AlphaScreen, inhibitor mode | AlphaScreen anti-acetyl-lysine; with virally co-expressed GCN5 acetyltransferase | AID 651687, 2012 | inhibition, % at 15.6 µM | 350,000 compounds, 0.17% hits;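 active = every replicate shows inhibition of at least 40%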;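 note: 0% = neutral control wells and 100% = positive control wells; some results beyond the cut were filed as inactive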
PglD DTNB – C. jejuni PglD acetyltransferase inhibitors, primary screen, biochemical, DTNB colorimetric, single point. 360,000 compounds, 0.098% hits. UDP-N-acetylbacillosamine N-acetyltransferase PglD (Campylobacter jejuni). inhibition, % at 12.5 µM. AID 602405, 2012. purified PglD enzyme, DTNB colorimetric CoA detection; in the data active = inhibition above about 16%, passing the limit was not always enough; note: strong numbers were not always called active
PAX8 inh HTS – inhibitors of PAX8-driven TPO luciferase reporter, primary screen, RMG-I cells, single concentration. SteadyGlo, 24 h. inhibition, % at 12.6 µM. 360,000 compounds, 1.2% hits. AID 652154, 2013;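 active = mean replicate inhibition at least 60% with every replicate also reaching 60%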;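 note: luciferase light reporting Pax8 driven TPO promoter activity; plate controls were median of neutral control wells for no effect and mitoxantrone controls for full effect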
Starred values were filed as active, the others as inactive; x = no result given; & = joins results of further samples.

Preview (three entries):
SMILES	LGR2 antag	INS-1E GSIS act	C2C12 statin	ARNT-TACC3 inh	Cneo AK release	PGC1a acetyl inh	PglD DTNB	PAX8 inh HTS
CCCNC(=O)C[C@@H]1CC[C@H]2[C@H](COc3ccc(NS(=O)(=O)CC)cc3C(=O)N2C)O1	-21	4	-12	0	-2	-6	2	0
O=C(CCN1CCCCC1)N[C@H]1C=C[C@H](CC(=O)N2CCC(Cc3ccccc3)CC2)O[C@@H]1CO	-2	4	14	-18	2	3	2	1
O=C(Nc1cccnc1)c1ccc(Cl)c(S(=O)(=O)N2CCCCCC2)c1	6	-6	-92	0	-3	2	-2	x

All compounds of this part, from the start:
SMILES	LGR2 antag	INS-1E GSIS act	C2C12 statin	ARNT-TACC3 inh	Cneo AK release	PGC1a acetyl inh	PglD DTNB	PAX8 inh HTS
CCCNC(=O)C[C@@H]1CC[C@H]2[C@H](COc3ccc(NS(=O)(=O)CC)cc3C(=O)N2C)O1	-21	4	-12	0	-2	-6	2	0
O=C(CCN1CCCCC1)N[C@H]1C=C[C@H](CC(=O)N2CCC(Cc3ccccc3)CC2)O[C@@H]1CO	-2	4	14	-18	2	3	2	1
O=C(Nc1cccnc1)c1ccc(Cl)c(S(=O)(=O)N2CCCCCC2)c1	6	-6	-92	0	-3	2	-2	x
CCN1CC(CNC(=O)c2ccc3nc(Cc4cccc(Cl)c4)oc3c2)CC1=O (stereo not drawn)	12	-11	12	-6	3	8	-5	-17
CCC(=O)N1c2ccc(S(=O)(=O)CCC(=O)NC3CCCC3)cc2CC1C (stereo not drawn)	x	x	-10	-4	1	-11	-4	-18
C[C@@H]1CCCCO[C@@H](CN(C)Cc2ccc(C(=O)O)cc2)[C@H](C)CN([C@@H](C)CO)C(=O)c2cc(NS(=O)(=O)c3cn(C)cn3)ccc2O1	17	15	x	-3	-1	11	-4	12
O=C(CN1CCN(Cc2ccc(Cl)cc2)CC1)N/N=C/c1cccc(F)c1	x	x	x	x	0	-11	-4	8
COC(=O)[C@@H](NC(=O)c1ccccc1)[C@@H](C)O	5	-3	-6	-1	-3	6	6	-6
COc1cccc(NC(=O)N[C@@H]2C=C[C@@H](CC(=O)NCc3ccncn3)O[C@H]2CO)c1	-1	0	10	17	0	-1	3	5
Cc1cccc(C(=O)N2CCCC(N3CCN(c4cccc(Cl)c4)CC3)C2)n1 (stereo not drawn)	20	2	15	1	3	0	-1	-41
O=C(CC(C(=O)O)c1ccc(F)cc1)c1ccc(Cl)cc1 (stereo not drawn)	-3	16	6	-5	3	10	1	16
COc1ccc(CN2CCNC(=O)C2CC(=O)N(C)Cc2cc(C)no2)cc1OC (stereo not drawn)	14	2	x	-2	5	x	1	-9
O=C(O)CCn1cc(/C=C2\NC(=S)N(c3ccccc3)C2=O)c(-c2ccc(Br)cc2)n1	1	-17	x	2	x	0	x	26
Cc1cccc(NC(=O)C2C3CCCCC32)c1 (stereo not drawn)	-37	-2	4	-8	-4	14	2	-103
CC[C@@H]1C(c2cccc(C)c2)=NN(c2ccccc2)[C@H]1C(=O)N1CCOC1=O	8	-35	2	-7	0	-7	-1	12
O=C(CCN1CCCCC1)N[C@H]1CC[C@H](CCn2cc(-c3ccccc3)nn2)O[C@H]1CO	-6	-3	19	2	2	-14	-1	-16
CC(c1ccccc1)N1C(=O)c2ccccc2C1(O)Cc1ccccc1 (stereo not drawn)	10	-10	x	-6	x	x	x	8
C/C(=N\NC(=O)c1c[nH]c2ccccc12)c1ccco1	-49	5	9	30	-2	-1	3	x
Cc1ccc(C(=O)NC2CCCCCC2)cc1S(=O)(=O)N1CCOCC1	-16	15	0	-8	-2	-7	0	x
Cc1ccc(NC(=O)C(C)OC(=O)Cc2c[nH]c3ccccc23)cc1 (stereo not drawn)	-6	-10	-4	-1	x	x	x	16
CCN(Cc1ccc(OC)c(F)c1)C(=O)CCl	13	12	x	4	x	-8	x	-3
CC(C)c1nc2ccccc2n1CC(O)COC1CCCCC1 (stereo not drawn)	5	7	7	-1	5	9	2	-6
C[C@H]1CN([C@@H](C)CO)C(=O)c2cc(/C=C/c3ccccc3)cnc2O[C@@H]1CN(C)S(=O)(=O)c1cccs1	19	2	17	-6	-2	20	-4	x
Cc1ccc(C)n1-c1ccncc1	x	x	x	5	-6	11	0	x
COc1ccc(Cl)cc1-c1cc(C(=O)NCc2ccco2)[nH]n1	14	-8	7	x	-1	-2	5	13
CC12CCC(=O)N1C(C(=O)NCCc1ccccc1)CS2 (stereo not drawn)	-5	18	x	-2	-1	0	2	-31
COCCN(C(=O)c1ccccc1)c1nnc(-c2cccnc2)s1	x	x	-7	-6	-1	0	1	x
Cc1ccc(C)c(CSC2=NCCN2C(=O)c2cccs2)c1	-17	0	x	-6	x	-17	x	6
CCC(C)Nc1nc(-c2cccc(OC)c2O)nc2ccccc12 (stereo not drawn)	x	x	-31	21	-3	-17	-5	24
COc1cccc(CNC(=O)c2nnn(CC(=O)Nc3ccc(Br)cc3)c2N)c1	-13	1	-4	-5	-1	-5	-1	24
CC(C)CN(CC(C)C)S(=O)(=O)N1CCC(C(=O)NCc2ccccn2)CC1	13	-21	-36	9	0	-27	x	x
COC(=O)c1cc(=O)n(Cc2ccc3c(c2)OCO3)c(=Nc2ccc(F)c(Cl)c2)s1	4	0	52	-7	9	x	-1	x
O=C(OCc1nnc(-c2ccccc2)o1)C12CC3CC(CC(Br)(C3)C1)C2	-43	4	x	-15	x	-7	x	-52
CCOC(=O)COc1c(/C=N\O)cc(Cl)cc1OC	10	2	x	3	x	x	x	-2
C[C@H](NC(=O)c1nc[nH]c1C(=O)NC1CCN(C(=O)OC(C)(C)C)CC1)C(=O)OC(C)(C)C	-7	-7	3	6	2	x	3	-1
Cc1ccc(N(CC(=O)N/N=C/c2ccc(OC3CSC3)cc2)S(=O)(=O)c2ccccc2)cc1	x	x	17	-8	-2	-4	-8	x
O=C(NCCCN1CCOCC1)C(Sc1ccccc1)c1ccccc1 (stereo not drawn)	x	x	1	-4	0	-1	4	x
CNC(=O)C[C@@H]1CC[C@@H]2[C@H](COc3ccc(NC(=O)Nc4ccc(F)c(F)c4)cc3C(=O)N2C)O1	-4	-2	-8	-9	-4	7	1	13
Oc1c(Cl)cc(Cl)cc1/C=N/c1nc(-c2ccc(Cl)cc2)cs1	x	x	4	1	-2	x	-5	x
O=C(Nc1nnc(CCN2CCCCC2)s1)c1ccccc1Cl	0	4	x	-7	x	3	x	11
O=C(NCC1CCN(C(=O)c2c(F)c(F)c(F)c(F)c2F)CC1)c1c(F)c(F)c(F)c(F)c1F	9	-12	-2	-10	3	3	0	15
COc1cccc(C2SCC(=O)N2c2ccc(Br)cc2)c1OC (stereo not drawn)	-3	9	x	1	3	x	2	37
COc1ccc(N(CC(=O)Nc2cc(C)ccc2C)S(=O)(=O)c2c(C)[nH]c(=O)[nH]c2=O)cc1	-4	2	-3	3	-3	5	-1	-12
CCC1CCC(N2CCN(c3ccccc3F)CC2)CC1 (stereo not drawn)	7	11	-1	-3	1	4	-3	0
CN1C(=O)c2cc(NC(=O)C3CCCCC3)ccc2OC[C@H]2O[C@H](CC(=O)NCCc3ccncc3)CC[C@@H]21	-10	0	3	1	43	4	-2	11
O=C(N/N=C/c1cccnc1)c1ccccc1[N+](=O)[O-]	12	-24	x	2	x	x	x	-26
COc1ccc(C(=O)C2CCCN(C(=O)Cn3ccc(C)n3)C2)cc1OC (stereo not drawn)	-1	4	-10	-2	0	4	-2	5
O=C(Nc1ccc2c(c1)OCO2)O[C@@H]1C[C@H]2CCC(=O)N3CC[C@@H](C1)[C@@H]23	-16	-3	-3	-2	4	9	3	1
COc1ccc(S(=O)(=O)N(C)C[C@@H]2OCCCC[C@H](C)Oc3ccc(NC(=O)c4ccccc4)cc3C(=O)N([C@H](C)CO)C[C@@H]2C)cc1	28	18	x	5	-4	-12	0	14
C[C@@H]1CN([C@@H](C)CO)C(=O)c2cc(C#CC3(O)CCCC3)cnc2O[C@@H]1CN(C)C(=O)C1CCCCC1	-3	29	-17	-4	2	1	-2	0
C[C@@H]1CN([C@@H](C)CO)C(=O)c2cc(Br)cnc2O[C@H]1CN(C)S(=O)(=O)c1cccs1	-10&-14	35&7	-8&-8	-1	-2	-19&-11	2	4
COc1ccc(OC)c(Cc2nnc(CCC(=O)N3CCCCCC3)o2)c1	-35	13	1	-2	x	x	x	-11
O=c1c(/C=N/O)coc2ccc(Cl)cc12	x	x	x	-1	1	9	-6	13
Cc1ccc(C(C)NC(=S)NC2CCCCC2)cc1C (stereo not drawn)	10	-39	4	-4	28	x	-3	-7
CCN(CCO)C1CC(=O)N(c2ccccc2C)C1=O (stereo not drawn)	x	x	0	-21	0	-17	1	x
CC(=O)N1CCN(CC(=O)Nc2cccc(S(=O)(=O)N3CCCCC3)c2)CC1	-2	x	-3	x	x	7	x	-3
O=C(CP(=O)(c1ccccc1)c1ccccc1)Nc1nc2ccc(Cl)cc2s1	1	-1	x	-2	x	x	x	2
CNC(=O)/C(C#N)=C/c1c(N2CCCCCC2)nc2c(C)cccn2c1=O	11	6	8	-1	2	x	-6	11
COCCN(C(=O)Nc1ccc(OC)cc1)c1nc2ccccc2s1	-23	x	-5	35	3	-5	-6	12
C[C@H](CO)N1C[C@H](C)[C@H](CN(C)S(C)(=O)=O)Oc2c(NC(=O)Nc3cccc4ccccc34)cccc2C1=O	12	-21	-68	8	-5	-17	2	21
Next part
SMILES	LGR2 antag	INS-1E GSIS act	C2C12 statin	ARNT-TACC3 inh	Cneo AK release	PGC1a acetyl inh	PglD DTNB	PAX8 inh HTS
O=C(C[C@H]1CC[C@@H]2[C@H](COC[C@@H](O)CN2C(=O)Nc2ccc(Cl)cc2)O1)NCCc1ccncc1	-15	-11	-5	-5	39	3	2	4
CC1CN(C(=O)COC(=O)c2c(Cl)cccc2Cl)CC(C)O1 (stereo not drawn)	8	-5	x	-21	x	-6	x	-13
COc1ccc(C(=O)/C=C/c2cc(OC)c(O)c(OC)c2)c(F)c1	22	-35	x	2	x	x	x	-6
Cc1ccccc1-c1ccc2c(c1)O[C@@H](CN(C)Cc1ccncc1)[C@@H](C)CN([C@H](C)CO)S2(=O)=O	2	-30	-45	15	-1	10	1	x
CCOC(=O)C1=CCN(S(=O)(=O)c2ccccc2Br)C1c1ccc(Br)cc1 (stereo not drawn)	10	17	0	x	0	-11	1	8
COc1ccccc1N1CCN(C(=O)c2cccc(C(=O)N3CCN(c4ccccc4OC)CC3)c2)CC1	14	-16	-12	1	4	-17	-5	-19
Cc1cc(C)c2nc(SCC(=O)N(C)C3CCS(=O)(=O)C3)cc(C)c2c1 (stereo not drawn)	-3	2	-6	-23	x	-2	x	-3
CCOC(=O)C1CCN(C(=O)Nc2cccc(Cl)c2)CC1	x	x	0	-10	9	-3	0	-9
Cc1ccc(-c2ccc(CN3C(C(C)C)C(=O)N(Cc4cn(CCC5OCCO5)nn4)CCS3(=O)=O)cc2)c(C)c1 (stereo not drawn)	7	-27	21	x	1	-3	-3	-4
CSc1ccccc1NC(=O)C1=CC(c2cccs2)=NS(=O)(=O)N1C	-21	5	-10	12	3	x	-2	-3

Source: PubChem BioAssay
